Screening data from PubChem.
NR2E3 ag-1: NR2E3 agonists in two-hybrid cells, primary screen, cell-based, luminescence, CHO-S, Gal4-NCOR/VP16-NR2E3; Photoreceptor-specific nuclear receptor (Homo sapiens), Q9Y5X4; luciferase; inhibition of corepressor binding, % at 3.98 µM; actives 0.35% (n = 360,000); AID 602229, 2012;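 active = inhibition above the mean of all tested compounds plus 3 SD, cut at about 70% in these data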;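 also: 0% = DMSO with NR2E3 transfected cells and 100% = cells lacking NR2E3 construct; higher means lower luciferase signal from less NR2E3 corepressor binding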
Target sequence (Q9Y5X4 whole entry, looked up, the tested form may be a part): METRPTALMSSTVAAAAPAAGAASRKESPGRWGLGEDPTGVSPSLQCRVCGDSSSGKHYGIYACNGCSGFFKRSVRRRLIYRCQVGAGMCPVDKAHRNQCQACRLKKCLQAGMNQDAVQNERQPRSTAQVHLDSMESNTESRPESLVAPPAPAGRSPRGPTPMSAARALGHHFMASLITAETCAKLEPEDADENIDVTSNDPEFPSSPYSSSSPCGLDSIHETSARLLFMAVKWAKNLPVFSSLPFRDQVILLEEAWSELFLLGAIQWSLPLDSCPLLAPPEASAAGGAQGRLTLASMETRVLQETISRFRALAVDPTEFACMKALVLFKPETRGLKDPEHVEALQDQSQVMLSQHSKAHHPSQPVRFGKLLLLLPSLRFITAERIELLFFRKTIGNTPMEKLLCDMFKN
KKLEB tox: cytotoxicity in KKLEB CF airway cells, primary screen, cytotoxicity control for CF NF-kB inhibitor project, cell-based, uHTS, fluorescence assay plates; KKLEB CF airway cells viability, ATPlite luminescence, overnight; hits give low values; cells stimulated with P. aeruginosa culture filtrate; activity change (cytotoxicity), % at 5 µM; actives 0.36% (n = 360,000); AID 602141, 2011;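 active = corrected activity change at or below -50% at 5 µM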
HIF-2a inh: HIF-2a reporter inhibitors, primary screen, luminescence, 786-0 RCC cells. 786-0 RCC cells HIF-2a reporter, luciferase luminescence, overnight. inhibition, % at 18.8 µM. actives 0.72% (n = 360,000);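 active = inhibition of the luminescence signal of 40% or more relative to plate controls, in a single-dose primary screen at 18.75 µM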
C8 TRAIL sens: viability loss with TRAIL in NB7+C8 cells, primary screen, TRAIL sensitizer project, cell-based, ATPlite luminescence; actives 1% (n = 360,000); inhibition (viability loss, TRAIL sensitization), % at 10 µM;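 active = compounds causing at least 50% loss of cell viability in the single-dose screen, relative to plate controls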
TWEAK-Fn14 inh: inhibitors of TWEAK-Fn14 signaling, primary screen, luciferase reporter cells, uHTS; TWEAK-stimulated Fn14 reporter cells, luciferase luminescence, 8 h; inhibition, % at 10 µM; actives 2% (n = 360,000); in the data active = inhibition above about 50%
Shn3 inh set2: reduction of Shn3 3'UTR firefly luciferase signal, primary screen, Schnurri-3 inhibitor project, cell-based, Clone20 osteoblasts, set 2; Clone20 osteoblast Shn3 3'UTR firefly luciferase, 24 h; inhibition, % at 12.5 µM; AID 588674, 2011; actives 0.52% (n = 360,000);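 active = mean inhibition of at least 75% with every replicate also reaching 75%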;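 also: 0% = median of neutral control wells and 100% = pilot-screen positive control compound; some compounds past the cut are filed as inactive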
Peg3 promoter: Peg3 promoter-driven luciferase inhibitors, primary screen, cell-based, HeLa, luciferase luminescence. HeLa PEG-Prom luciferase reporter, overnight. inhibition, % at 20 µM. actives 1.7% (n = 360,000);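 active = inhibition of at least 50% at 20 µM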
TROY signal inh: inhibitors of TROY-driven NF-kB signaling, primary screen, Q293 LMP1-TROYcd cells, NF-kB luciferase, uHTS; Q293 LMP1-TROYcd NF-kB luciferase reporter, 4 h; AID 1347056, 2019; actives 0.98% (n = 360,000); inhibition, % at 10 µM;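 active = compounds whose plate-normalised and pattern-corrected inhibition of the luciferase reporter signal at the single screening dose is 50% or more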
NR2E3 ag-2: inhibitors of NR2E3-RetCOR corepressor binding, primary screen, NR2E3 agonist project, biochemical, TR-FRET, GST-NR2E3, biotin-RetCOR | Photoreceptor-specific nuclear receptor (Homo sapiens), Q9Y5X4 | actives 0.12% (n = 320,000) | AID 2300, 2010 | inhibition of corepressor binding, % at 4.78 µM | 1536-well;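 active = percent inhibition above the cutoff of mean plus 3 SD of all tested compounds, set per screening campaign, cut at about 20% in these data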;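 also: 0% = DMSO wells and 100% = biotin wells as full block of FRET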
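Test system – NR2E3–RetCOR corepressor complex · Quantity – NR2E3 fusion 1.35 nM · Buffer or medium – Tris pH 7.5 · Incubation – Compound–protein incubation for 5 h at 4 °C · Technique – TR-FRET, Eu(K)-anti-GST donor, streptavidin-D2 acceptor, ex 340, em 617/671 nm · Evaluation – percent inhibition of 671/617 nm emission ratio versus biotin and DMSO controls · Plate – 1536-well format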
CF NFkB inh: inhibitors of PAF-induced NF-kB signaling, primary screen, cell-based, GFP fluorescence, uHTS | KKLEB NF-kB-GFP reporter, GFP fluorescence overnight | inhibition, % at 5 µM | actives 0.86% (n = 360,000) | AID 588850, 2011;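 active = at least 50% inhibition at 5 µM, scaled per plate between neutral and stimulator controls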;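 also: PAF is a Pseudomonas aeruginosa culture filtrate used as stimulus; plate controls were PAF-stimulated DMSO wells for no effect and unstimulated DMSO wells for full effect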
TRPM1 prom inh: inhibitors of MITF-dependent TRPM1 promoter reporter, primary screen, cell-based, SK-MEL-5, single point, luciferase. SK-MEL-5 TRPM1 promoter luciferase, 24 h. inhibition, % at 12.5 µM. actives 0.83% (n = 330,000);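 active = mean inhibition across replicates of 60% or more, whatever share of single replicates reaches that level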; also: values of inactives mirror those of a sister screen read the other way
An asterisk follows results filed as active; · = no result given.

The opening 2 entries, to show the layout:
Order of values – NR2E3 ag-1	KKLEB tox	HIF-2a inh	C8 TRAIL sens	TWEAK-Fn14 inh	Shn3 inh set2	Peg3 promoter	TROY signal inh	NR2E3 ag-2	CF NFkB inh	TRPM1 prom inh
> CC1(C)CC(=O)c2cc(OCC(=O)NCCCN3CCN(c4ccc(F)cc4)CC3)ccc2O1
  4	-7	-16	14	6	32	23	13	1	-19	2
> Cc1ccc(Nc2ncnc3ccccc23)cc1
  -86	2	-230	13	5	-54	-256	-14	3	22	-69

The list itself, previewed entries included:
Order of values – NR2E3 ag-1	KKLEB tox	HIF-2a inh	C8 TRAIL sens	TWEAK-Fn14 inh	Shn3 inh set2	Peg3 promoter	TROY signal inh	NR2E3 ag-2	CF NFkB inh	TRPM1 prom inh
> CC1(C)CC(=O)c2cc(OCC(=O)NCCCN3CCN(c4ccc(F)cc4)CC3)ccc2O1
  4	-7	-16	14	6	32	23	13	1	-19	2
> Cc1ccc(Nc2ncnc3ccccc23)cc1
  -86	2	-230	13	5	-54	-256	-14	3	22	-69
> CCn1ncc(C(=O)Nc2cc(C)on2)c1C
  -23	6	-136	8	10	-31	-117	11	4	5	-26
> NNC(=O)Cn1cnc2ccccc21
  -6	3	14	2	6	5	8	11	3	13	-1
> Cc1nn(-c2ccc(N3CCOCC3)nn2)c(C)c1CCC(=O)N1CCN(C)CC1
  -7	-2	4	3	26	10	14	-3	-1	-8	0
> CCCC1=C(C(=O)OCC)C(c2cc(Cl)cc(OC)c2OCC(=O)OCC)NC(=O)N1 (stereo not drawn)
  -1	3	26	-8	1	8	15	6	1	-1	-2
> CCCc1c(C(=O)NNc2cccc(Cl)c2)cnn1-c1ccccc1
  -38	-10	-63	3	2	-33	-10	-8	2	0	-4
> Nc1ccc(Nc2nc3ccccc3[nH]2)cc1
  10	-8	-6	0	3	-36	-16	-10	-3	4	8
> CCN(CCn1cccn1)C(=O)C1CCC(=O)N(CCN2CCOCC2)C1 (stereo not drawn)
  -20	-5	14	-9	1	2	16	5	2	21	7
> Cc1cc(C)n(-c2nc3c(c(=O)[nH]c(=O)n3C)n2CC(C)C)n1
  -19	0	14	4	-7	17	10	15	0	-2	2
> COc1ccccc1/C=C1/C(=O)ON=C1C
  -8	11	19	7	8	4	20	5	3	-12	15
> Cc1ccccc1OCCOC(=O)c1nc2nccc(C)n2n1
  2	7	12	5	-21	-15	6	-15	1	25	-2
> Cc1ccccc1/C=c1\s/c(=C\C(=O)C(C)(C)C)[nH]c1=O
  -14	-9	-49	21	-28	5	-30	-23	1	13	11
> O=C(O)c1cccc(-n2c(/C=C/c3ccc([N+](=O)[O-])cc3)nc3ccccc3c2=O)c1
  -11	3	27	-5	3	-44	17	-12	-1	-4	9
> Cc1ccc(Nc2nc(N)nc(CN3CCCCCC3)n2)c(C)c1
  -40	-1	14	-1	-6	-3	-3	-10	-1	5	-1
> O=c1/c(=C\c2ccc(O)cc2)sc2n1C(c1ccccc1)C(c1ccccc1)=NN=2 (stereo not drawn)
  16	5	-37	9	4	6	-16	-3	1	-24	2
> CC(NCC(O)c1ccc([N+](=O)[O-])cc1)C12CC3CC(CC(C3)C1)C2 (stereo not drawn)
  6	-10	19	5	4	-15	8	13	1	2	0
> CCOC(=O)c1ccc(-n2c(N)c(C(=O)NCc3ccco3)sc2=S)cc1
  13	-5	11	-8	-8	-6	9	-8	0	17	0
> COc1ccc(Nc2cc(=O)oc3ccccc23)cc1
  -88	-6	-10	37	13	7	-4	-22	2	22	2
> CCCCn1nnnc1C(c1cc2ccccc2o1)N(C)Cc1ccc(Cl)c(Cl)c1 (stereo not drawn)
  -22	·	-1	6	0	·	·	4	·	·	·

The results go on.
Order of values – NR2E3 ag-1	KKLEB tox	HIF-2a inh	C8 TRAIL sens	TWEAK-Fn14 inh	Shn3 inh set2	Peg3 promoter	TROY signal inh	NR2E3 ag-2	CF NFkB inh	TRPM1 prom inh
> CN(c1ccc(C(=O)Nc2ccccc2Sc2ccccc2)cc1)S(C)(=O)=O
  19	-2	-35	2	7	10	-10	8	2	6	5
> COc1cccc(-c2cnc(C(O)c3cc(F)cc(Cl)c3)[nH]2)c1 (stereo not drawn)
  -44	5	-26	-21	14	-27	4	-20	·	-2	·
> C=CCOc1ccn(C)c(=O)n1
  -30	8	2	-5	-4	-13	8	-12	-2	-12	-1
> CCOC(=O)C1(Cc2ccccc2C)CCCN(S(=O)(=O)CC)C1 (stereo not drawn)
  -2	-1	14	17	-2	7	10	-12	3	-3	-7
> CC(=O)NC(=S)Nc1sc2c(c1C#N)CCCCC2
  -86	-3	-86	15	67*	-21	-72	59*	·	20	-50
> CC1=C(C(=O)N2CCOCC2)CC(CC(=O)NCCCN(C)C)C(=O)N1Cc1ccc(F)cc1 (stereo not drawn)
  -7	7	1	6	-8	-2	-5	8	·	-9	·
> CC1(C(=O)NS(=O)(=O)C2CC2)CCCN(C(=O)c2c(F)cccc2F)C1 (stereo not drawn)
  -2	-8	0	-4	-18	4	-11	-6	·	19	·
> O=C(CN1C(=O)/C(=C/c2ccccc2F)Sc2ccccc21)NCC1CCCO1 (stereo not drawn)
  -30	-1	-17	-23	-14	-5	20	-4	0	19	-8
> CC(=O)Nc1ccc(-n2nnnc2SCC(=O)Nc2cccc(NC(=O)c3ccco3)c2)cc1
  30	-1	10	-31	16	7	-2	-5	3	-2	13
> COc1ccc(S(=O)(=O)N2CCCC(C(=O)NCc3ccco3)C2)cc1OC (stereo not drawn)
  -7	6	11	0	9	5	-6	4	2	-10	-1
> COc1ccccc1N1CCN(CCCN2CC(=O)N3CCCCC3C2=O)CC1 (stereo not drawn)
  -11	2	16	-16	-6	5	2	-3	·	-5	4
> CCC1Sc2ccc(S(=O)(=O)Nc3ccc(OC)cc3)cc2NC1=O (stereo not drawn)
  60	-19	15	15	10	19	-48	22	4	-7	-3
> O=C(NN1CC(C(=O)OCc2ccccc2F)CC1=O)c1ccccc1 (stereo not drawn)
  -8	1	1	-8	25	8	-5	-37	-3	6	5
> COC(=O)C1=NN(c2ccc(C)cc2)C2C(=O)N(c3ccccc3OC)C(=O)C12 (stereo not drawn)
  14	-3	5	19	-18	-2	0	2	1	-3	1
> Cc1cccc(C(=O)NC2CCN(C(=O)NCc3ccccc3)CC2)c1
  -15	-16	10	-18	39	-12	7	-1	-1	5	-3
> COc1ccc(S(=O)(=O)N2CCC(C(=O)N[C@H](C(=O)N3CCCCCC3)C(C)C)CC2)cc1
  21	-3	15	-6	10	27	8	12	1	-8	4
> COc1cc(-c2c(NC(=O)c3ccco3)oc3ccccc3c2=O)cc(OC)c1OC
  -25	-8	11	-6	14	6	7	4	-1	8	14
> O=C(COC(=O)c1c(Cl)ccc(Cl)c1Cl)NC1CCS(=O)(=O)C1 (stereo not drawn)
  6	6	12	-4	10	3	-3	-8	0	1	4
> COC(=O)/C(C#N)=C/N(C)C
  1	0	23	-6	17	13	5	19	-1	1	-8
> O=C(/C=C/c1ccc(Cl)c(Cl)c1)NCc1ccco1
  -18	5	-137	5	-1	7	-77	-55	-1	-12	-15

(more compounds)
Order of values – NR2E3 ag-1	KKLEB tox	HIF-2a inh	C8 TRAIL sens	TWEAK-Fn14 inh	Shn3 inh set2	Peg3 promoter	TROY signal inh	NR2E3 ag-2	CF NFkB inh	TRPM1 prom inh
> O=[N+]([O-])c1ccccc1/C=C/CN1CCSCC1
  3	15	4	-12	9	-13	2	13	-1	-12	3
> COc1ccc(C2NC(c3ccc(OC)cc3)C(C)C(=O)C2C)cc1 (stereo not drawn)
  -4	-4	20	-2	42	17	20	2	0	-1	-1
> O=C(Nc1ccccc1)N1CCN(c2ccccn2)CC1
  0	-11	-21	-2	4	-6	-20	-9	0	0	-9
> CCCOCC(O)CCc1n[nH]c(=S)n1-c1ccccc1 (stereo not drawn)
  21	4	3	1	-2	-7	-2	-12	3	-4	0
> Cc1ccc(C(=O)CCC(=O)N(C)CC(=O)Nc2ccccc2Br)cc1
  -3	-6	9	-7	-16	-6	3	-22	-6	10	14
> N#Cc1c(Nc2ccccc2)c(C=O)c[nH]c1=O
  -7	12	13	-8	3	13	8	-13	4	11	2
> COc1ccc(NC(=O)CSc2n[nH]c(-c3ccccn3)n2)cc1
  2	9	12	15	13	27	13	-4	1	4	19
> Nc1c(N(Cc2ccccc2)C(=O)CCc2ccccc2)c(=O)[nH]c(=O)n1Cc1ccccc1
  -2	20	10	-1	11	-3	-4	-5	-1	15	·
> CCOc1ncccc1C(=O)OCC(=O)N1CC(=O)Nc2ccccc21
  -16	11	3	-16	-18	-4	1	-9	3	5	-1
> COc1ccccc1NC(=S)N1CCN(c2nc(-c3ccccc3)cs2)CC1
  -3	21	-33	-7	-7	6	4	7	0	-15	-5
> CC1(C)CC(=O)C(C=N)=C(O)C1
  -15	-8	16	10	11	-1	5	4	2	3	2
> CC1(c2ccc(Cl)cc2Cl)NC(=O)N(CC(=O)Nc2cccnc2Cl)C1=O (stereo not drawn)
  -2	9	16	-6	-20	-2	1	-10	-3	-12	10
> O=C(O)c1cncc(C#Cc2ccccc2)c1
  -34	2	-37	12	7	-32	-24	-21	0	-17	-8

These rows are one share of the data; rates above refer to the full screens.
